GDH-TPI counter: GDH-TPI coupled enzyme inhibition counter-screen. GDH-TPI coupled enzyme counterscreen, NADH absorbance. inhibition, % at 4.8 µM. hit rate 1.2% among 360,000. AID 588335; in the data active = inhibition above about 30%;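 note: 0% = DMSO wells and 100% = wells lacking the enzyme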
Rv3671c protease: inhibits the M. tuberculosis serine protease Rv3671c. P9WHR9. inhibition, % at 5.96 µM. hit rate 0.048% among 320,000; in the data active = inhibition above about 38%;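 note: extracellular domain of Rv3671c used as enzyme; 0% = enzyme with DMSO and 100% = no enzyme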
Target sequence (P9WHR9 whole entry, looked up, the tested form may be a part): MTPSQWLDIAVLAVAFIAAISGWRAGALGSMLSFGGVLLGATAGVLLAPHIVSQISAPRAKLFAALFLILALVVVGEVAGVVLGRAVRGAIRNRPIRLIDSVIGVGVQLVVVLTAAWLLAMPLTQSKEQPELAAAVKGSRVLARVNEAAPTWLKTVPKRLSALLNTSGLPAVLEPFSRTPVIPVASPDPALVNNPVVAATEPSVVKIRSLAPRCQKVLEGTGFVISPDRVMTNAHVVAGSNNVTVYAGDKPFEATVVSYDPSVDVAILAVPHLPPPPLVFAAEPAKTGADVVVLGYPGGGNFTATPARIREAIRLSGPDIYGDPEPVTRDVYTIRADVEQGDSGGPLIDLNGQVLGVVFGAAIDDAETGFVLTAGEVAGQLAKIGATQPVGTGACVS
UGM FP inh: inhibitors of M. tuberculosis UDP-galactopyranose mutase; purified UGM, fluorescence polarization probe displacement; P9WIQ1; hit rate 0.06% among 320,000; AID 504406; inhibition, % at 10 µM; in the data active = inhibition above about 10%, passing the limit was not always enough; inconclusive = no clear call, values can overlap the other calls
Target sequence (P9WIQ1 whole entry, looked up): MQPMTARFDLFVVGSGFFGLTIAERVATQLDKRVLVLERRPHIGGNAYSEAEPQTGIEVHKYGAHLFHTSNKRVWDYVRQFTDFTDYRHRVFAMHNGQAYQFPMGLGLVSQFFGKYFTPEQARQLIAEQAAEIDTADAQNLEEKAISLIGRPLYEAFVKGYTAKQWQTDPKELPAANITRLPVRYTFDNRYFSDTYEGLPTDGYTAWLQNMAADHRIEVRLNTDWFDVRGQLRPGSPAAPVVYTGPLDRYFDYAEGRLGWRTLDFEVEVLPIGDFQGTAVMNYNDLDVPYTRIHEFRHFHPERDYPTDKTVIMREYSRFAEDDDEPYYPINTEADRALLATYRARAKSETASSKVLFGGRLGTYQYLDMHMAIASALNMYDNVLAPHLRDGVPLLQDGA
PrPC TRFRET: cell surface PrPC inhibition, primary TR-FRET screen | inhibition, % at 13.8 µM | hit rate 0.43% among 370,000 | AID 720596 | TR-FRET read-out | P04156; in the data active = inhibition above about 24%; note: 0% = median of the test wells and 100% = reference compound wells
Mtb FBA inh: inhibitors of M. tuberculosis fructose-bisphosphate aldolase. P9WQA3. purified M. tuberculosis FBA, fluorescence read-out. inhibition, % at 1 µM. hit rate 2.3% among 360,000; in the data active = inhibition above about 27%;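 note: 0% = vehicle and 100% = reference inhibitor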
FadD28 binding: M. tuberculosis FadD28 bisubstrate binding inhibition; FadD28 bisubstrate probe binding, fluorescence polarization; inhibition, % at 12.5 µM; hit rate 0.22% among 360,000; AID 588549; in the data active = inhibition above about 8.5%, passing the limit was not always enough; inconclusive = no clear call, values can overlap the other calls
BoNT F protease: inhibitors of Botulinum neurotoxin F light chain protease; Multiplex microsphere protease cleavage assay, flow cytometry; inhibition, % at 10 µM; hit rate 0.22% among 360,000; in the data active = inhibition above about 35%, passing the limit was not always enough; inconclusive = no clear call, values can overlap the other calls; note: plate controls were buffer without enzyme for full effect and enzyme alone for no effect
Mtb BioA inh: BioA (M. tuberculosis) enzyme inhibition; purified M. tuberculosis BioA enzyme, plate reader; inhibition, % at 9.99 µM; hit rate 0.096% among 360,000; in the data active = inhibition above about 40%; inconclusive = no clear call, values can overlap the other calls
MazEF act: MazEF (E. coli) toxin RNase activation | AID 504720 | activation, % at 20 µM | hit rate 0.32% among 350,000 | FAM/BHQ RNA-DNA oligo cleavage fluorescence, 5 h; in the data active = activation above about 50%
Target sequence (P0AE70 whole entry, looked up): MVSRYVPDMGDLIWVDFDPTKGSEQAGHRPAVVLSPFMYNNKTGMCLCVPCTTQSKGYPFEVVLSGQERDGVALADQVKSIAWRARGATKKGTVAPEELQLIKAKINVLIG
Numbers without * were called inactive; ? = inconclusive; / = no result given; + = active, no number.

#1 COc1ccc(-c2nn(-c3ccccc3)cc2/C=C2/SC(=S)N(CCC(=O)O)C2=O)c(C)c1
#2 CN1C2=NCCN2C(=O)c2cc(Cl)ccc21
#3 Cn1c(SCc2nnc(-c3ccc(F)cc3)o2)nnc1C1COc2ccccc2O1 (stereo unspecified)
#4 CC(=O)c1sc2nc(-c3cccs3)cc(C(F)(F)F)c2c1N
#5 Cc1ccc(S(=O)(=O)NCC(=O)OCc2nnc(-c3ccccc3)o2)cc1C
#6 COc1ccc(/C=C(/NC(=O)c2ccc(C)cc2)C(=O)NCc2ccncc2)cc1
#7 Cc1onc(-c2c(F)cccc2Cl)c1C(=O)N[C@@H]1C(=O)N2C(C(=O)O)C(C)(C)S[C@H]12 (stereo partly specified)
#8 CSc1nc2cc3c(cc2n1C(=O)c1ccc(C)cc1)OCCO3
Assay by compound	1	2	3	4	5	6	7	8
GDH-TPI counter	14	11	13	18	6	15	2	8
Rv3671c protease	-5	1	3	6	7	-4	-5	35
UGM FP inh	-2.4	-1.4	-1.3	-0.6	-0.6	-1.9	3.9	-1.2
PrPC TRFRET	13	7	-2	-9	1	-11	-2	0
Mtb FBA inh	1	4	-2	+	3	22	4	0
FadD28 binding	-7.7	-2.0	-2.4	-2.5	-0.7	-0.2	1.1	-3.9
BoNT F protease	-13	-5	-8	11	0	-2	7	2
Mtb BioA inh	-0.2	/	4.8	-0.7	0.7	-0.7	-3.9	-1.2
MazEF act	-56	-5	-7	242*	1	14	4	1

#9 COc1cc2c(cc1OC)C(c1ccco1)CC(=O)N2 (stereo unspecified)
#10 CC(=O)c1c(C)nc(C)nc1NC(=O)Cc1ccccc1
#11 CCn1c(SCC(=O)OC2CCCCC2)nc2ccccc2c1=O
#12 CC(C)(C)NC(=O)C(=O)NC(=O)c1c(F)cccc1Cl
#13 CCCOC(=O)CSC1=C(C#N)C(c2ccccc2OCC)C(C#N)C(=O)N1 (stereo unspecified)
#14 CCC(C)(C)n1nnnc1C(c1ccc(O)c(OC)c1)N1CCN(c2nc3ccccc3s2)CC1 (stereo unspecified)
#15 O=C1CCCCC1c1cccc2ccccc12 (stereo unspecified)
#16 Cn1c(=O)n(CCCOc2ccc(Cl)cc2)c2ccccc21
Assay by compound	9	10	11	12	13	14	15	16
GDH-TPI counter	-14	5	7	/	12	7	-5	-7
Rv3671c protease	-6	5	-2	7	-21	-4	-10	-5
UGM FP inh	2.0	0.3	0.9	-0.9	0.3	-1.3	-2.1	3.2
PrPC TRFRET	-7	2	2	0	9	4	-1	6
Mtb FBA inh	3	-2	4	/	3	-2	-1	-2
FadD28 binding	0.0	-0.6	-1.5	-1.9	-8.8	-3.3	0.5	-7.3
BoNT F protease	10	-5	-9	-8	-3	6	-7	-12
Mtb BioA inh	0.0	0.2	/	-0.2	0.1	-0.8	/	1.3
MazEF act	8	-5	1	8	1	0	0	12

#17 CCOC(=O)c1ccc(NC(=S)NCC(O)c2ccccc2)cc1 (stereo unspecified)
#18 CC(C)C(NC(=O)Cc1ccccc1[N+](=O)[O-])C(C)C
#19 CCOc1ccccc1OCCC(=O)OCC(=O)Nc1c(C)cc(C)cc1C
#20 CC(c1ccon1)N(C)Cc1cn(C)nc1-c1ccc2c(c1)OCCO2 (stereo unspecified)
#21 COC(c1ccccc1)c1nnc(CCC(=O)NC2CCCCC2)o1 (stereo unspecified)
#22 CCOC(=O)C1CCN(Cc2cccc(OCc3ccccc3)c2)CC1
#23 CCCOc1cccc(C(=O)Nc2cccnc2)c1
#24 Cc1nc2cc(-n3ccc(=O)cc3)ccc2n1-c1ccccc1
Assay by compound	17	18	19	20	21	22	23	24
GDH-TPI counter	2	6	-6	7	-8	4	5	-2
Rv3671c protease	-15	13	-6	-5	-7	0	-1	-8
UGM FP inh	0.0	-0.8	-2.7	0.0	1.1	-0.4	1.5	-2.2
PrPC TRFRET	6	3	-6	9	0	4	4	-7
Mtb FBA inh	-1	0	-2	2	0	1	1	-2
FadD28 binding	0.2	-5.3	-0.5	-2.5	-3.1	-0.1	-3.0	0.3
BoNT F protease	-26	-2	0	0	-7	-2	-10	-8
Mtb BioA inh	/	/	-0.4	1.1	/	-0.1	21	35
MazEF act	-3	3	2	13	5	-4	0	10

#25 O=C(NCC(c1ccco1)N1CCCC1)c1sc2ccccc2c1Cl (stereo unspecified)
#26 O=C(Nc1cc(Cl)ccc1Cl)C1CCCO1 (stereo unspecified)
#27 COCON1C(=O)CN(C(C)=O)C1c1ccc(Cl)cc1Cl (stereo unspecified)
#28 CCOc1ccc(N2C(=O)CC(n3ccc(C)n3)C2=O)cc1 (stereo unspecified)
#29 COC(=O)C1CN(Cc2ccccc2)C(=O)C1=O (stereo unspecified)
#30 O=C(CN1CCN(Cc2ccccc2)CC1)Nc1cccc(C(F)(F)F)c1
#31 CCOc1ccc(-n2cnnn2)cc1S(=O)(=O)N1CCC(C)CC1C (stereo unspecified)
#32 CC(C)N1CCN(Cc2ccsc2)CC1CCO (stereo unspecified)
Assay by compound	25	26	27	28	29	30	31	32
GDH-TPI counter	2	2	-2	-2	7	7	-10	4
Rv3671c protease	5	4	1	2	/	-2	5	-3
UGM FP inh	3.6	-1.8	2.8	1.5	/	0.5	-0.5	-1.6
PrPC TRFRET	1	6	3	0	2	-6	-1	-2
Mtb FBA inh	1	-1	0	-3	2	-3	-3	-1
FadD28 binding	-5.4	-1.5	0.0	-0.4	-1.3	-3.5	-1.5	-3.7
BoNT F protease	4	?	1	-8	-4	?	-5	1
Mtb BioA inh	0.2	-1.1	-0.1	-2.2	-0.7	1.2	/	1.4
MazEF act	7	-1	17	0	6	-2	-2	2

#33 O=C1CN(CC(=O)NC2CCCc3ccccc32)CCN1 (stereo unspecified)
#34 Cn1c(CS/C(N)=N/N=C/c2ccccc2)c(Br)c(=O)n1-c1ccccc1
#35 O=C1c2cccc3c2N(CCC3)C(=O)C1(F)c1ccccc1 (stereo unspecified)
#36 O=C(CN1CCCc2ccccc21)Nc1cccc(S(=O)(=O)N2CCCC2)c1
#37 CCn1cc([N+](=O)[O-])c(C(=O)N2CCN(C(=O)c3ccco3)CC2)n1
#38 COc1ccccc1CNC(=S)Nc1ccc(F)cc1
#39 CC(CN)(NS(=O)(=O)c1ccccc1)c1ccccc1 (stereo unspecified)
#40 CCN1C(=O)/C(=C\N(C)C)NC1=S
Assay by compound	33	34	35	36	37	38	39	40
GDH-TPI counter	-7	7	7	-2	9	-6	11	34*
Rv3671c protease	-4	-4	-3	/	-10	-6	/	-5
UGM FP inh	1.1	-1.9	5.7	/	-3.6	-2.3	0.9	-0.6
PrPC TRFRET	-7	1	4	1	-5	-1	-5	-2
Mtb FBA inh	-1	4	6	0	-1	0	2	-4
FadD28 binding	-3.2	0.0	-3.6	-3.3	-2.3	-4.4	0.0	0.0
BoNT F protease	-9	-44	-8	5	-3	-16	18	0
Mtb BioA inh	0.1	/	0.1	-1.6	-1.1	2.5	0.5	/
MazEF act	13	-10	-1	7	-7	10	4	14

#41 COc1ccc(C(=O)Nc2ccc(NC(=O)Cc3ccccc3)cn2)cc1
#42 COc1ccc(CN2CCNC(=O)C2CC(=O)N(C)CCC2CCOCC2)c(OC)c1 (stereo unspecified)
#43 Cc1cccc(C)c1NC(=O)CN
#44 O=C(c1ccc(COc2ccccc2Cl)o1)N1CCOCC1
#45 CN(CC(=O)Nc1ccccc1Br)C(=O)Cn1[nH]c(=O)c2ccccc2c1=O
#46 CCCCNC(=O)C(CC)(ONc1ccccc1C(F)(F)F)c1ccccc1 (stereo unspecified)
#47 CCn1cc(C(=O)N2CCc3ccccc32)c(=O)c2cc(S(=O)(=O)N3CCCCCC3)ccc21
#48 O=C(Nc1ccc(Cl)cc1Cl)C1CCC(=O)N1Cc1ccccc1Cl (stereo unspecified)
Assay by compound	41	42	43	44	45	46	47	48
GDH-TPI counter	-8	-13	9	-1	-1	-3	19	0
Rv3671c protease	0	2	-8	-5	-12	6	4	1
UGM FP inh	-0.9	0.6	1.1	-1.0	-1.0	1.1	-0.3	-1.6
PrPC TRFRET	4	-5	2	11	-3	3	-2	-9
Mtb FBA inh	-4	2	1	0	5	-3	2	2
FadD28 binding	-2.6	-4.1	0.5	-1.2	/	-0.9	-0.5	-0.6
BoNT F protease	-4	5	-5	5	6	-3	2	-4
Mtb BioA inh	-1.4	-2.6	-1.6	-1.9	2.4	-0.1	0.8	0.4
MazEF act	13	5	4	-10	3	-5	3	2

#49 CC1=C(C(=O)N(C)C)CC(CC(=O)NCCCCc2ccccc2)C(=O)N1Cc1ccc(F)cc1 (stereo unspecified)
#50 Cc1nnc(SCC(=O)Nc2nsc(-c3ccc(C(C)(C)C)cc3)n2)s1
#51 COc1ccccc1C(=O)Nc1ccc2c(c1)nc1n2CCN(Cc2ccccc2)C1
#52 S=C(Nc1ccccc1)N1CCN(C(=S)c2ccccc2)CC1
#53 Cc1ccc(C)c(NC(=O)C(OC(=O)c2ccc(CO)cc2)c2ccccc2)c1 (stereo unspecified)
#54 COc1ccc(S(=O)(=O)Nc2ccc(Oc3ncccn3)c(Cl)c2)cc1
#55 COc1ccc(S(=O)Cc2ccc(C(=O)NC3CC3)o2)cc1 (stereo unspecified)
Assay by compound	49	50	51	52	53	54	55
GDH-TPI counter	6	12	-2	-5	-2	-3	-3
Rv3671c protease	/	-5	3	-1	/	4	1
UGM FP inh	/	-0.5	0.3	0.7	/	0.8	1.3
PrPC TRFRET	2	-1	-2	11	-7	2	1
Mtb FBA inh	1	2	10	-7	-3	4	2
FadD28 binding	-1.4	0.0	-7.3	-4.2	-3.7	-4.5	0.9
BoNT F protease	0	-5	-37	-1	/	?	-1
Mtb BioA inh	-1.2	0.0	-0.2	/	-0.6	1.0	-1.4
MazEF act	4	9	12	6	-3	8	10

For reference, part of the list above:
#42 COc1ccc(CN2CCNC(=O)C2CC(=O)N(C)CCC2CCOCC2)c(OC)c1 (stereo unspecified)
#43 Cc1cccc(C)c1NC(=O)CN
#44 O=C(c1ccc(COc2ccccc2Cl)o1)N1CCOCC1
#45 CN(CC(=O)Nc1ccccc1Br)C(=O)Cn1[nH]c(=O)c2ccccc2c1=O
#46 CCCCNC(=O)C(CC)(ONc1ccccc1C(F)(F)F)c1ccccc1 (stereo unspecified)
#47 CCn1cc(C(=O)N2CCc3ccccc32)c(=O)c2cc(S(=O)(=O)N3CCCCCC3)ccc21
#48 O=C(Nc1ccc(Cl)cc1Cl)C1CCC(=O)N1Cc1ccccc1Cl (stereo unspecified)
#49 CC1=C(C(=O)N(C)C)CC(CC(=O)NCCCCc2ccccc2)C(=O)N1Cc1ccc(F)cc1 (stereo unspecified)
#50 Cc1nnc(SCC(=O)Nc2nsc(-c3ccc(C(C)(C)C)cc3)n2)s1
#51 COc1ccccc1C(=O)Nc1ccc2c(c1)nc1n2CCN(Cc2ccccc2)C1
Assay by compound	42	43	44	45	46	47	48	49	50	51
GDH-TPI counter	-13	9	-1	-1	-3	19	0	6	12	-2
Rv3671c protease	2	-8	-5	-12	6	4	1	/	-5	3
UGM FP inh	0.6	1.1	-1.0	-1.0	1.1	-0.3	-1.6	/	-0.5	0.3
PrPC TRFRET	-5	2	11	-3	3	-2	-9	2	-1	-2
Mtb FBA inh	2	1	0	5	-3	2	2	1	2	10
FadD28 binding	-4.1	0.5	-1.2	/	-0.9	-0.5	-0.6	-1.4	0.0	-7.3
BoNT F protease	5	-5	5	6	-3	2	-4	0	-5	-37
Mtb BioA inh	-2.6	-1.6	-1.9	2.4	-0.1	0.8	0.4	-1.2	0.0	-0.2
MazEF act	5	4	-10	3	-5	3	2	4	9	12

#52 S=C(Nc1ccccc1)N1CCN(C(=S)c2ccccc2)CC1
#53 Cc1ccc(C)c(NC(=O)C(OC(=O)c2ccc(CO)cc2)c2ccccc2)c1 (stereo unspecified)
#54 COc1ccc(S(=O)(=O)Nc2ccc(Oc3ncccn3)c(Cl)c2)cc1
Assay by compound	52	53	54
GDH-TPI counter	-5	-2	-3
Rv3671c protease	-1	/	4
UGM FP inh	0.7	/	0.8
PrPC TRFRET	11	-7	2
Mtb FBA inh	-7	-3	4
FadD28 binding	-4.2	-3.7	-4.5
BoNT F protease	-1	/	?
Mtb BioA inh	/	-0.6	1.0
MazEF act	6	-3	8
